AddAB inh = growth inhibition of E. coli expressing H. pylori AddAB, primary screen, AddAB inhibitor project, absorbance; inhibition, % at 11.9 µM; hit rate 0.29% among 330,000; in the data active = inhibition above about 12%;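 also: 0% = vehicle wells of infected cells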
CAL PDZ FP-1 = untagged CAL PDZ binding inhibitors, primary screen, biochemical, fluorescence polarization, HTS | inhibition, % at 24.9 µM | AID 602252, 2012 | Golgi-associated PDZ and coiled-coil motif-containing protein (Homo sapiens), Q9HD26 | hit rate 0.92% among 300,000 | purified CAL PDZ, TMR-peptide fluorescence polarization, 1 h;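 active = mean inhibition of at least 30% with at least half of replicates also reaching 30%; inconclusive = no clear call, values can overlap the other calls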;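 also: 0% = DMSO neutral control and 100% = excess unlabeled competitor peptide PRC23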
MITF act = activators of MITF-driven TRPM1 promoter reporter, primary screen, cell-based, SK-MEL-5, luciferase, single point | SK-MEL-5 TRPM1-promoter luciferase, 24 h; % of positive control, neutral wells = 0 | activation, % at 12.5 µM | hit rate 0.75% among 300,000;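 active = mean activation of at least 80% with every replicate also reaching 80%; inconclusive = mean reaches 80% but some replicate falls short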;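 also: 0% = neutral control wells and 100% = parthenolide positive control wells; values of inactives mirror those of a sister screen read the other way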
SR-BI HDL uptake = inhibitors of SR-BI mediated HDL lipid uptake, primary screen, ldlA[mSR-BI] cells, fluorescence, single point. Scavenger receptor class B member 1 (Mus musculus), Q61009. ldlA[mSR-BI] CHO cells, DiI-HDL uptake fluorescence, 3 h. inhibition, % at 12.5 µM. hit rate 0.96% among 320,000. AID 488896, 2010;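 active = mean replicate inhibition of at least 70% and a set share of replicates each scoring 70 or more; inconclusive = meets just one of the two criteria; inactive = fails both criteria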;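 also: 0% = median of neutral control wells and 100% = median of positive control wells; values of inactives mirror those of a sister screen read the other way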
Target sequence (Q61009 whole entry, looked up): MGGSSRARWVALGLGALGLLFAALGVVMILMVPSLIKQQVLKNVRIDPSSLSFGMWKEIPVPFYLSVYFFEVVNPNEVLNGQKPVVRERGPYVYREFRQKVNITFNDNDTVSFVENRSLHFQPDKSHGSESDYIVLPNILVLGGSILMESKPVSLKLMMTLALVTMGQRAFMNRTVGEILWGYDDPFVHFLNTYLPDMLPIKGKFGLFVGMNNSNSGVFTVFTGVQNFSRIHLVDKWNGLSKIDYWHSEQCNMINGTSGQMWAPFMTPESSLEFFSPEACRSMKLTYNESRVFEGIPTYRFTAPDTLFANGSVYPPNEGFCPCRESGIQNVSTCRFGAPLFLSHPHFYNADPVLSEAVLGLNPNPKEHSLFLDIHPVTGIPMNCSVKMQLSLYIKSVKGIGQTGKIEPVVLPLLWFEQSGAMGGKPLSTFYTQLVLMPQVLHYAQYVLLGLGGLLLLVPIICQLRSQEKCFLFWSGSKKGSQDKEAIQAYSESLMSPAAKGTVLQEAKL
Wnt act = Wnt/beta-catenin pathway activators, primary screen, cell-based, plate reader, single point; hit rate 1.2% among 300,000; Wnt/beta-catenin reporter cell assay, activator; AID 743398, 2014; activation, % at 9.35 µM; in the data active = activation above about 30%, passing the limit was not always enough; inconclusive = no clear call, values can overlap the other calls;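 also: 0% = neutral control wells and 100% = positive control wells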
Ecoli viability = E. coli V3065 growth inhibition, primary screen, counter-screen for AddAB inhibitor project, absorbance, OD600 | 18 h | AID 449728, 2010 | hit rate 0.27% among 330,000 | inhibition, % at 11.9 µM;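 active = inhibition above the campaign's mean inhibition across all tested compounds plus 3 SD, cut at about 9.9% in these data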;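 also: uninfected addAB+ strain grown without phage in ampicillin broth; 0% = DMSO wells and 100% = ciprofloxacin 0.95 µg/ml wells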
SR-BI uptake up = activators of SR-BI mediated DiI-HDL uptake, primary screen, ldlA[mSR-BI] CHO cells, DiI fluorescence; AID 504775, 2011; activation, % at 12.5 µM; hit rate 0.096% among 320,000; 3 h; 100 = double the neutral-control signal;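 active = mean replicate activation of at least 60% and every replicate at or above 60%; inconclusive = mean or all-replicate condition met, but not both; inactive = mean below 60% and not all replicates reaching 60%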;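 also: 0% = median plate neutral-control signal and 100% = twice that signal; values of inactives mirror those of a sister screen read the other way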
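material = CHO ldlA[mSR-BI] cells | medium = Ham's F12 with 0.5% BSA, HEPES 25 mM, pH 7.4 | reagent = fluorescent DiI-HDL, 10 µg/mL final | compound dosing = single-point compound dose | incubation = 3 h, 37 °C | measured by = bottom-read fluorescence, 550/595 nm | measure = HDL uptake via cellular fluorescence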
phage Ecoli inh = growth loss of phage-infected E. coli, primary screen, RecBCD inhibitor project, absorbance, with phage, HTS. AID 651602, 2012. hit rate 0.26% among 360,000. inhibition, % at 11.9 µM; in the data active = inhibition above about 11%
Tat transport = E. coli Tat export inhibitors, primary screen, MC4100, TorA-mCherry reporter, fluorescence, single point | inhibition, % at 10 µM | hit rate 0.036% among 340,000 | AID 488895, 2010;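 active = mean replicate inhibition at least 50% and at least half of replicates individually reaching 50%; inconclusive = only one of the two criteria met; inactive = neither criterion met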;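 also: exported cargo escapes ClpAP degradation while cytoplasmic cargo is degraded and loses fluorescence; 0% = median of neutral control wells and 100% = median of NaSCN control wells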
CAL PDZ FP-2 = CAL PDZ peptide-binding inhibitors, primary screen, biochemical, fluorescence polarization, Cer-tagged CAL PDZ, HTS. Golgi-associated PDZ and coiled-coil motif-containing protein (Homo sapiens), Q9HD26. purified CAL PDZ, TMR-peptide fluorescence polarization, 1 h. inhibition, % at 20 µM. hit rate 0.02% among 330,000. AID 504414, 2011;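 active = highest replicate inhibition of at least 40%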;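 also: plate controls were DMSO neutral control wells for no effect and unlabeled competitor peptide control wells for full effect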
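material = purified tagged CAL PDZ domain construct (CerCALP) | buffer or medium = sodium phosphate/NaCl buffer pH 7.4 with TCEP, IgG, Thesit | reagent = TMR-labelled reporter peptide T*-PRC34 bound in PDZ groove | incubation = 1 h room-temperature incubation prior to read | measured by = fluorescence polarization (mP) | evaluation = percent inhibition from loss of millipolarization | control set = unlabelled peptide and DMSO controls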
* hit, by the source's call.

`O=C1C=C(O)CC(c2ccc(Cl)c(Cl)c2)C1` (centres undefined) gave AddAB inh 0.9, CAL PDZ FP-1 -4, MITF act 4, SR-BI HDL uptake -19, Ecoli viability 1.4, SR-BI uptake up 19, phage Ecoli inh 2.9, Tat transport -2 and CAL PDZ FP-2 -0.5.
`Cc1c(NC(=S)NC(=O)c2ccccc2Cl)c(=O)n(-c2ccccc2)n1C` gave AddAB inh 2.2, CAL PDZ FP-1 -3, MITF act -3, SR-BI HDL uptake -18, Wnt act 0, Ecoli viability -0.5, SR-BI uptake up 18, phage Ecoli inh -0.4 and Tat transport 6.
COc1cc(-c2nnc(COC(=O)c3cc(C)nc4ccc(C)cc34)o2)cc(OC)c1OC was read as AddAB inh 1.9, CAL PDZ FP-1 3, MITF act -4, SR-BI HDL uptake 57, Wnt act -1, Ecoli viability -2.7, SR-BI uptake up -57, phage Ecoli inh 3.0 and Tat transport 0.
For O=C(CSc1nnc(Cc2ccccc2)o1)N1CCCc2ccccc21 the results were AddAB inh 5.4, CAL PDZ FP-1 -1, MITF act -5, SR-BI HDL uptake 6, Wnt act -8, Ecoli viability -0.3, SR-BI uptake up -6, phage Ecoli inh -0.3, Tat transport 11 and CAL PDZ FP-2 -3.3.
CC(C)(C)C(=O)OCc1cn(-c2ccccc2)nn1 was read as AddAB inh 2.0, CAL PDZ FP-1 -3, SR-BI HDL uptake -38, Ecoli viability -1.5, SR-BI uptake up 38, phage Ecoli inh 0.7, Tat transport 2 and CAL PDZ FP-2 0.6.
`O=C(Cn1c(=O)n2ncnc2c2c3c(sc21)CCCC3)c1ccccc1` gave AddAB inh 0.6, CAL PDZ FP-1 -4, MITF act 6, SR-BI HDL uptake 22, Ecoli viability -1.2, SR-BI uptake up -22, phage Ecoli inh 2.2 and Tat transport 10.
For COc1ccc(NC(=O)n2ncc3c(C)cccc32)cc1 the results were AddAB inh -0.4, CAL PDZ FP-1 62*, MITF act 38, SR-BI HDL uptake -2, Wnt act 39*, Ecoli viability 2.4, SR-BI uptake up 2, phage Ecoli inh 2.2 and Tat transport 1.
Cc1ccc(-c2ccnc(=S)[nH]2)cc1 was read as AddAB inh 1.6, CAL PDZ FP-1 -3, MITF act 10, SR-BI HDL uptake -11, Wnt act 1, Ecoli viability 2.5, SR-BI uptake up 11, phage Ecoli inh 1.5, Tat transport 7 and CAL PDZ FP-2 -2.7.
Screening CCC1(CC)NC(=O)N(CC(=O)N2N=C(c3ccc(Cl)cc3)CC2c2ccco2)C1=O (centres undefined) returned AddAB inh -0.6, CAL PDZ FP-1 -1, MITF act 2, SR-BI HDL uptake 6, Wnt act -3, Ecoli viability 0.7, SR-BI uptake up -6, phage Ecoli inh 0.5, Tat transport -3 and CAL PDZ FP-2 -2.0.
c1ccc(OCc2nn3c(Cn4nnc5ccccc54)nnc3s2)cc1 was read as AddAB inh -2.3, MITF act 7, SR-BI HDL uptake -10, Ecoli viability -2.6, SR-BI uptake up 10, phage Ecoli inh 4.4, Tat transport 0 and CAL PDZ FP-2 -0.2.
`O=C(Nc1ccncc1)c1cc2ccccc2o1` gave AddAB inh 2.8, CAL PDZ FP-1 -6, MITF act 42, SR-BI HDL uptake 19, Wnt act -4, Ecoli viability -1.0, SR-BI uptake up -19, phage Ecoli inh 0.4, Tat transport 5 and CAL PDZ FP-2 -1.5.
COc1cccc(C(C)NC(=O)c2c(F)cccc2Cl)c1 (centres undefined) was read as AddAB inh 1.1, CAL PDZ FP-1 -1, MITF act 4, SR-BI HDL uptake -3, Wnt act 0, Ecoli viability -4.3, SR-BI uptake up 3, phage Ecoli inh 1.9, Tat transport -7 and CAL PDZ FP-2 -2.9.
For O=C(CSCc1ccc(Br)cc1)Nc1ccccc1C(=O)N1CCOCC1 the results were AddAB inh 0.6, CAL PDZ FP-1 2, MITF act -8, SR-BI HDL uptake -36, Wnt act -1, Ecoli viability 1.9, SR-BI uptake up 36, phage Ecoli inh 1.7, Tat transport -9 and CAL PDZ FP-2 -0.9.
`Cc1cc(NC(=O)CN2CCN(S(=O)(=O)c3ccc4ccccc4c3)CC2)no1` gave AddAB inh -3.5, CAL PDZ FP-1 -5, MITF act -8, SR-BI HDL uptake 5, Ecoli viability 0.5, SR-BI uptake up -5, phage Ecoli inh 2.9, Tat transport 3 and CAL PDZ FP-2 -0.8.
`O=C1CN(S(=O)(=O)c2ccccc2)c2ccccc2N1` gave AddAB inh 4.9, CAL PDZ FP-1 -1, MITF act 0, SR-BI HDL uptake -17, Wnt act 2, Ecoli viability 1.0, SR-BI uptake up 17, phage Ecoli inh -0.4, Tat transport 19 and CAL PDZ FP-2 -0.8.

Among those listed so far, 3 have an aryl methoxy group:
COc1cc(-c2nnc(COC(=O)c3cc(C)nc4ccc(C)cc34)o2)cc(OC)c1OC was read as AddAB inh 1.9, CAL PDZ FP-1 3, MITF act -4, SR-BI HDL uptake 57, Wnt act -1, Ecoli viability -2.7, SR-BI uptake up -57, phage Ecoli inh 3.0 and Tat transport 0.
For COc1ccc(NC(=O)n2ncc3c(C)cccc32)cc1 the results were AddAB inh -0.4, CAL PDZ FP-1 62*, MITF act 38, SR-BI HDL uptake -2, Wnt act 39*, Ecoli viability 2.4, SR-BI uptake up 2, phage Ecoli inh 2.2 and Tat transport 1.
COc1cccc(C(C)NC(=O)c2c(F)cccc2Cl)c1 (centres undefined) was read as AddAB inh 1.1, CAL PDZ FP-1 -1, MITF act 4, SR-BI HDL uptake -3, Wnt act 0, Ecoli viability -4.3, SR-BI uptake up 3, phage Ecoli inh 1.9, Tat transport -7 and CAL PDZ FP-2 -2.9.

(list continues)
`C=CCn1c(SCC(=O)NCCc2ccccc2)nnc1C(C)NC(=O)c1cccs1` (centres undefined) gave AddAB inh 0.9, CAL PDZ FP-1 -4, SR-BI HDL uptake 24, Wnt act -5, Ecoli viability 0.8, SR-BI uptake up -24, phage Ecoli inh 3.0, Tat transport -5 and CAL PDZ FP-2 0.1.
Screening COc1ccc(C(=O)N/N=C/c2ccc(OC(=O)c3cccc4ccccc34)c([N+](=O)[O-])c2)cc1 returned AddAB inh 4.3, CAL PDZ FP-1 1, MITF act -5, SR-BI HDL uptake 61, Ecoli viability 0.7, SR-BI uptake up -61, phage Ecoli inh 6.6, Tat transport -13 and CAL PDZ FP-2 -0.7.
For CCN(CC(=O)Nc1ccc(NC(C)=O)cc1)C(=O)COc1ccccc1-c1ccccc1 the results were AddAB inh 0.8, CAL PDZ FP-1 -3, MITF act 2, SR-BI HDL uptake 27, Wnt act -6, Ecoli viability -1.4, SR-BI uptake up -27, phage Ecoli inh 3.9, Tat transport 6 and CAL PDZ FP-2 -2.6.
COc1ccc(-c2ccc(=O)n(CC(=O)Nc3nnc(C(C)C)s3)n2)cc1OC was read as AddAB inh 3.6, CAL PDZ FP-1 0, MITF act 11, SR-BI HDL uptake -17, Wnt act -8, Ecoli viability 1.4, SR-BI uptake up 17, phage Ecoli inh 0.8, Tat transport -4 and CAL PDZ FP-2 0.4.
Screening O=C(O)[C@H](Cc1c[nH]c2ccccc12)Nc1ncccc1[N+](=O)[O-] returned AddAB inh -0.6, CAL PDZ FP-1 -3, SR-BI HDL uptake -2, Wnt act 0, Ecoli viability -0.7, SR-BI uptake up 2, phage Ecoli inh 1.9, Tat transport 12 and CAL PDZ FP-2 -0.6.
`NS(=O)(=O)c1ccc(N/N=C/c2ccc3c(c2)OCO3)c([N+](=O)[O-])c1` gave AddAB inh 2.1, CAL PDZ FP-1 -2, MITF act 5, SR-BI HDL uptake inconclusive, Wnt act 0, Ecoli viability -0.2, SR-BI uptake up -71, phage Ecoli inh 0.2, Tat transport -1 and CAL PDZ FP-2 -1.8.
`CCCCc1cc(=O)oc2c(C)c(OCC(=O)N3CCC(C(N)=O)CC3)ccc12` gave AddAB inh 2.9, CAL PDZ FP-1 1, MITF act -1, SR-BI HDL uptake -9, Wnt act -2, Ecoli viability 1.8, SR-BI uptake up 9, phage Ecoli inh 3.7, Tat transport -6 and CAL PDZ FP-2 0.0.
For N#C/C(=C(/O)CO/N=C/c1ccccc1Cl)c1nc2ccccc2[nH]1 the results were AddAB inh 0.3, CAL PDZ FP-1 -5, SR-BI HDL uptake -19, Wnt act -2, Ecoli viability -3.9, SR-BI uptake up 19, phage Ecoli inh -1.5, Tat transport -4 and CAL PDZ FP-2 0.2.
For O=C(OCC(=O)N1CCN(C(=O)c2ccco2)CC1)c1ccccc1 the results were AddAB inh -0.7, CAL PDZ FP-1 -4, MITF act 13, SR-BI HDL uptake 0, Wnt act 5, Ecoli viability 0.3, SR-BI uptake up 0, phage Ecoli inh 3.1, Tat transport -1 and CAL PDZ FP-2 -1.0.
`O=C(Cc1ccc2c(c1)OCCO2)N1CCN(S(=O)(=O)c2ccccc2C(F)(F)F)CC1` gave AddAB inh -1.6, CAL PDZ FP-1 -7, MITF act -6, SR-BI HDL uptake -14, Wnt act 0, Ecoli viability -1.6, SR-BI uptake up 14, phage Ecoli inh 4.2, Tat transport 3 and CAL PDZ FP-2 -3.0.
O=S(=O)(Nc1ccc(-n2cnnn2)cc1)c1ccccc1F was read as AddAB inh 3.4, MITF act -2, SR-BI HDL uptake -4, Wnt act 0, Ecoli viability 2.8, SR-BI uptake up 4, phage Ecoli inh 0.4, Tat transport -4 and CAL PDZ FP-2 -0.8.
`CC1CCCN(S(=O)(=O)c2cccc([N+](=O)[O-])c2)C1` (centres undefined) gave AddAB inh 4.0, CAL PDZ FP-1 -4, MITF act -3, SR-BI HDL uptake 6, Wnt act 27, Ecoli viability 0.9, SR-BI uptake up -6, phage Ecoli inh 0.1, Tat transport 11 and CAL PDZ FP-2 1.0.
`Cc1cc(C)nc(SCCN(C)C)n1` gave AddAB inh 4.0, CAL PDZ FP-1 -5, MITF act -7, SR-BI HDL uptake -24, Wnt act -1, Ecoli viability -1.3, SR-BI uptake up 24, phage Ecoli inh 3.2, Tat transport -5 and CAL PDZ FP-2 -1.8.

Assay outcomes: PubChem, several laboratories
